TMEM16A inh = TMEM16A chloride channel inhibitors, primary screen, cell-based, HTS | Anoctamin-1 (Mus musculus), Q8BHY3 | HEK293 TMEM16A/YFP iodide influx fluorescence, ionomycin | normalized B-score (activity score, 25-100; higher = stronger inhibition) at 10 µM | actives 1.2% (n = 310,000) | AID 588511, 2011;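 active means ratio plate-corrected score three or more library SD toward inhibition, starting fluorescence score within five deviations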;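 further: score derived from kinetic fluorescence span divided by baseline fluorescence per well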
KCNQ1 inh = inhibitors of human KCNQ1 channel, primary screen, cell-based, thallium flux, high-throughput; AID 2642, 2010; CHO-K1 KCNQ1, FluxOR thallium flux fluorescence; hits give high values; B-score at 10 µM; actives 1.3% (n = 310,000); Potassium voltage-gated channel subfamily KQT member 1 (Homo sapiens), P51787;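 active means compounds whose thallium flux B-score, printed positive for inhibition, exceeds three library SD while starting fluorescence stays within three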;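 further: channel opened by potassium depolarization with thallium stimulus after 20 min compound exposure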
Target sequence (P51787 whole entry, looked up): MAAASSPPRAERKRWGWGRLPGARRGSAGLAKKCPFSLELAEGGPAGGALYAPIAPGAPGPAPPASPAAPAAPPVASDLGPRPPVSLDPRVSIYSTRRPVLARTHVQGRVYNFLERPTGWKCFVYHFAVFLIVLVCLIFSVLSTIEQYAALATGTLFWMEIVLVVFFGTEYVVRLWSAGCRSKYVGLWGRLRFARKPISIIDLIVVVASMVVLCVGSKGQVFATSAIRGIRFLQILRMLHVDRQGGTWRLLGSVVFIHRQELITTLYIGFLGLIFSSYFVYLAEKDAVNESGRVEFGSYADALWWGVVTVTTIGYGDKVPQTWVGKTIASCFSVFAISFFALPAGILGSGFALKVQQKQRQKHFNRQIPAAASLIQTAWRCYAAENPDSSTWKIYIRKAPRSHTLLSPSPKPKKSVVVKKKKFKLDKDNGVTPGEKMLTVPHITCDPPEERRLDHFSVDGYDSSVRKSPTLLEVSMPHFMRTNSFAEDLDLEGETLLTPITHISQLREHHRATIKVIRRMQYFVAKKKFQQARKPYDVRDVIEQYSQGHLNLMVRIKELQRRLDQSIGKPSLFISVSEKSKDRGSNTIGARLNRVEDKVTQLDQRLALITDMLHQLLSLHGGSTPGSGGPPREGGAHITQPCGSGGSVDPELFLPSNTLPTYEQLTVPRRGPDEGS
hERG protect = hERG rescue from dofetilide block, primary screen, cell-based, CHO-hERG, FluxOR thallium flux, dofetilide IC70. actives 0.51% (n = 310,000). Voltage-gated inwardly rectifying potassium channel KCNH2 (Homo sapiens), Q12809. AID 1511, 2009. dofetilide IC70 present. activation (rescue from dofetilide block), less the hit threshold, % at 10 µM;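 active means activation above the mean of controls blocked by dofetilide plus 5 SD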;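 further: thallium influx through hERG after potassium depolarization seen as dye fluorescence rise; in these data hits start at about 4.7%; inactives centre near -7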
HDAC3 inh = HDAC3 deacetylase inhibitors, primary screen, biochemical, fluorescence, cell-free homogeneous; AID 2718, 2010; inhibition, % at 8.3 µM; Histone deacetylase 3 (Homo sapiens), O15379; recombinant HDAC3, fluorogenic peptide/trypsin coupled; actives 0.15% (n = 320,000); in the data active means inhibition above about 26%, passing the limit was not always enough
TRPC4 potent = positive allosteric modulators of TRPC4, primary screen, cell-based, mouse TRPC4beta, HEK293 mu-opioid, Fluo-4 calcium; Short transient receptor potential channel 4 (Mus musculus), Q9QUQ5; DAMGO EC20, Fluo-4 Ca2+ flux; hits give high values; B-score at 10 µM; actives 0.42% (n = 310,000); AID 2227, 2009;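 active means B-score of calcium response area above 5 SD of library B-scores, with initial fluorescence ratio within 5 SD of library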;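 further: B-score of integrated fluorescence ratio over time as area under calcium response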
KCNQ1 pot = potentiators or activators of KCNQ1 channel, primary screen, cell-based, thallium flux, high-throughput. B-score at 10 µM. actives 0.35% (n = 310,000). CHO-K1 KCNQ1, thallium flux FluxOR fluorescence; hits give high values. Potassium voltage-gated channel subfamily KQT member 1 (Homo sapiens), P51787. AID 2648, 2010;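 active means fluorescence ratio B-score, a plate-corrected score, at least three library SD, with initial intensity B-score within 5 SD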
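Schedule – 37 °C overnight plating, 90-min dark dye load, 20-min compound pretreatment · System – stable KCNQ1 CHO-K1 line · Probe or stimulus – thallium- and potassium-containing depolarizing buffer · Measured by – kinetic FluxOR fluorescence, 10 s baseline plus 110 s post-stimulus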
TMEM16A act = TMEM16A chloride channel activators or potentiators, primary screen, cell-based, HTS | Anoctamin-1 (Mus musculus), Q8BHY3 | HEK293 TMEM16A/YFP-H148Q/I152L, iodide quench fluorescence; hits give low values | B-score at 10 µM | actives 0.3% (n = 340,000) | AID 623877, 2012;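 active means fluorescence-ratio B-score plate-corrected deviation score at least 3 library SD below zero, with starting fluorescence score within 5 deviations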;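 further: channel opened by trigger with iodide after compound preincubation; score built on the fluorescence ratio of max minus min over baseline; more negative score means more quench and so TMEM16A activation or potentiation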
KCNK9 inh = KCNK9 potassium channel inhibitors, primary screen, HEK293 cells, thallium flux; actives 1.2% (n = 310,000); FluxOR thallium flux fluorescence; hits give low values; B-score at 10 µM;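 active means ratio B-score over 3 SD below the library mean, with starting fluorescence within 5 SD of its mean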;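 further: negative B-score means less thallium flux so channel inhibition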
Target sequence (Q9NPC2 whole entry, looked up): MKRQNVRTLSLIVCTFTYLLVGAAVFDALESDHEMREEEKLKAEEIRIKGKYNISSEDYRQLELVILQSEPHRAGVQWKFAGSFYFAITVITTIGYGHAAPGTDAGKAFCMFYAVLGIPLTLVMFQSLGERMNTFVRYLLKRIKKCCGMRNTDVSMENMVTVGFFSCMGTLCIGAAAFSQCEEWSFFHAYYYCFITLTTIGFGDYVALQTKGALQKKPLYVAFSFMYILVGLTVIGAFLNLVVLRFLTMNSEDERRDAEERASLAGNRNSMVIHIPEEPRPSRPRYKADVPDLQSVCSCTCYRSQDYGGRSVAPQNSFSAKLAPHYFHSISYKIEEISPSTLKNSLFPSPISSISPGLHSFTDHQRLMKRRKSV
KCNK3 inh = human KCNK3 channel inhibitors, primary screen, CHO cells, FluxOR thallium flux, B-score; Potassium channel subfamily K member 3 (Homo sapiens), O14649; FluxOR fluorescence; hits give low values; B-score at 10 µM; actives 0.84% (n = 340,000); AID 602410, 2012;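 active means B-score under library mean minus 4 SD, starting fluorescence ratio at most library mean plus 5 SD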;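 further: more negative B-score means stronger inhibition of thallium flux through KCNK3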
DYRK1A inh = rat Dyrk1A kinase inhibitors, primary screen, biochemical, single point, plate reader; inhibition, % at 12.5 µM; ADP-Glo luminescence, NFATc1 peptide; actives 0.43% (n = 310,000); Dual specificity tyrosine-phosphorylation-regulated kinase 1A (Rattus norvegicus), Q63470; in the data active means inhibition above about 50%;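 further: plate controls were vehicle with enzyme for no effect and no enzyme for full effect; many of its hits are not listed in these tables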
TRPC4 agonist = activators of mouse TRPC4 channel, primary screen, Fluo4 calcium, HEK293 TRPC4beta/mu-opioid cells; actives 0.49% (n = 310,000); Fluo4 calcium fluorescence; hits give high values; B-score at 10 µM;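 active means B-score above 5 SD of library B-scores, and initial fluorescence ratio not above library mean plus 5 SD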;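 further: positive B-score marks a calcium rise read as TRPC4 activation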
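Assay system: HEK293 stable line with TRPC4beta plus mu-opioid receptor. Times: dye 45 min RT, read 110 s. Measured by: kinetic Fluo4 calcium fluorescence. Measure: B score of integrated ratio. Controls: assay buffer as low control, maximal DAMGO as high control.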
An asterisk follows results filed as active; i = inactive; nt = no result given. Only part of the results is shown, so the mix of outcomes need not match the whole.

molecule | TRPC4 agonist | DYRK1A inh | KCNK9 inh | hERG protect | KCNK3 inh | KCNQ1 inh | TRPC4 potent | TMEM16A act | HDAC3 inh | KCNQ1 pot | TMEM16A inh
CC(=O)Nc1ccc(S(=O)(=O)NCCCN2CCN(Cc3ccccc3)CC2)cc1Cl | i | -4 | i | -9 | i | i | i | i | -7 | i | i
COc1cccc(-n2nnc3c(=O)n(CC(=O)NCC4CCCO4)cnc32)c1 (stereo not given) | i | -3 | i | -6 | i | i | i | i | 4 | i | i
COc1ccccc1C(=O)C1CCCN(Cc2ccc(Oc3ncccn3)cc2)C1 (stereo not given) | i | -1 | i | -17 | i | i | i | i | -9 | i | i
Cc1cccc(NC(=O)CCS(=O)(=O)c2ccc3c(c2)NC(=O)CS3)n1 | i | 6 | i | -6 | i | i | i | i | 1 | i | i
COc1ccc(NC2CCCN(C(=O)CN3CCOC3=O)C2)cc1OC (stereo not given) | i | 0 | i | -4 | i | i | i | i | -3 | i | i
CC1=C(C)CC(C(=O)NCc2ccc3c(c2)OCO3)C(C(=O)O)C1 (stereo not given) | i | 3 | i | -8 | i | i | i | i | -8 | i | i
Cc1ccc(O)c(O)c1 | i | nt | i | -10 | nt | i | i | nt | 3 | i | i
O=C(CN1C(=O)S/C(=C\c2ccccc2F)C1=O)Nc1ccccc1O | i | -3 | i | 4 | i | i | i | i | 2 | i | i
CN(C)/C=N/c1nc2nccc(-c3cccnc3)n2n1 | i | 5 | i | -6 | i | i | i | i | -15 | i | i
CC(=O)C1=C(N2CCCCC2)CCC1=O | i | 1 | i | -9 | i | i | i | i | 3 | i | i
Cc1ccc(CN2CCN(C(=O)C3CCCO3)CC2)cc1 (stereo not given) | i | 2 | i | -9 | i | i | i | i | 6 | i | i
CCOC(=O)[C@@H]1[C@H]2COc3ccc(Br)cc3[C@@H]2N2C(=O)N(c3ccc(C(F)(F)F)cc3)C(=O)[C@]12C | i | 0 | i | -7 | i | i | i | i | -3 | i | i
OCCN(CCO)c1ccc(C(c2ccc(Cl)cc2)c2ccc(N(CCO)CCO)cc2Cl)c(Cl)c1 | i | -2 | i | -4 | i | i | i | i | 3 | 8* | i
CCC(CO)Nc1ncc([N+](=O)[O-])cc1C#N (stereo not given) | i | -8 | i | -11 | i | i | i | i | 6 | i | i
COc1ccc(-n2c(CCc3ccccc3)n[nH]c2=S)cc1 | i | 4 | i | -7 | i | i | i | i | -2 | i | i
CCOCCCNC(=O)c1cccc(OC2CCN(S(C)(=O)=O)CC2)c1 | i | 2 | i | -10 | i | i | i | i | 10 | i | i
COc1ccc(-c2nc(CS(=O)CC(=O)N3CCc4ccccc4C3)c(C)o2)cc1 (stereo not given) | i | 10 | i | -18 | i | i | i | i | 3 | i | i
COc1ccc(C)cc1NC(=O)CN(c1ccccc1)S(C)(=O)=O | i | 3 | i | -9 | i | i | i | i | -3 | i | i
O=C(CCNS(=O)(=O)c1ccc(Br)s1)NC1CCCC1 | i | 9 | i | -15 | i | i | i | i | -3 | i | i
Nc1ccc(S(=O)(=O)Nc2nc(-c3ccccc3)cc(-c3ccccc3)n2)cc1 | i | -2 | i | -13 | i | i | i | i | -2 | i | i
Oc1cccc(/C=N/N2CCN(C3c4ccccc4-c4ccccc43)CC2)c1 | i | -3 | i | -15 | i | i | i | i | 9 | i | i
CCOc1ccc(S(=O)(=O)N(CC)CC(=O)N2CCCC2)cc1C | i | -4 | i | -12 | i | i | i | i | 1 | i | i
Cc1nnc(NC(=O)C(C)Sc2nnc(-c3ccco3)n2C(C)C)s1 (stereo not given) | i | 1 | i | -10 | i | i | i | i | -8 | i | i
Cn1c(C(=O)NCc2cccs2)cc2oc3ccccc3c21 | i | 2 | i | -4 | i | i | i | i | -6 | i | i

Among those listed so far, these contain bromine:
molecule | TRPC4 agonist | DYRK1A inh | KCNK9 inh | hERG protect | KCNK3 inh | KCNQ1 inh | TRPC4 potent | TMEM16A act | HDAC3 inh | KCNQ1 pot | TMEM16A inh
CCOC(=O)[C@@H]1[C@H]2COc3ccc(Br)cc3[C@@H]2N2C(=O)N(c3ccc(C(F)(F)F)cc3)C(=O)[C@]12C | i | 0 | i | -7 | i | i | i | i | -3 | i | i
O=C(CCNS(=O)(=O)c1ccc(Br)s1)NC1CCCC1 | i | 9 | i | -15 | i | i | i | i | -3 | i | i

Next part:
molecule | TRPC4 agonist | DYRK1A inh | KCNK9 inh | hERG protect | KCNK3 inh | KCNQ1 inh | TRPC4 potent | TMEM16A act | HDAC3 inh | KCNQ1 pot | TMEM16A inh
CC1(C)CC(=O)C(N=Nc2ccc(S(=O)(=O)N3CCCCCC3)cc2)=C(O)C1 | i | -1 | i | -6 | i | i | i | i | 1 | i | i
O=C(NCc1ccc(F)cc1)c1cccnc1C(=O)O | i | 0 | i | -9 | i | i | i | i | -4 | i | i
O=C(Nc1cccnc1)c1cc2nc(C3CC3)cc(C(F)(F)F)n2n1 | i | 11 | i | -12 | i | i | i | i | -8 | i | i
CCC(C)N(C(=O)Cn1nnc(-c2ccc(F)cc2)n1)C1CCS(=O)(=O)C1 (stereo not given) | i | -1 | i | -8 | i | i | i | i | 5 | i | i
COC(=O)C1CCCN1C(=O)c1cccs1 (stereo not given) | i | 0 | i | -12 | i | i | i | i | 0 | i | i
CCOc1ccc(NC(=O)CN(C)C(=O)c2ccccc2SCc2c(C)noc2C)cc1OCC | i | 6 | i | -10 | i | i | i | i | 6 | i | i
Cc1cccc(-n2ncc3c(NNC(=O)c4ccco4)ncnc32)c1 | i | -4 | i | -8 | i | i | i | i | -4 | i | i
CC(/C=N/Nc1nncc(=O)[nH]1)=C\c1ccccc1 | i | -4 | i | -6 | i | i | i | i | 14 | i | i
COc1ccc(-c2cc(C(=O)NN3CCOCC3)c3ccccc3n2)cc1OC | i | 0 | i | -8 | i | i | i | i | nt | i | nt
O=c1[nH]cnc2c1ncn2Cc1ccc([N+](=O)[O-])cc1 | i | -1 | i | -6 | i | i | i | i | 3 | i | i
O=c1oc2ccccc2c(Nc2cccc(O)c2)c1[N+](=O)[O-] | i | 42 | i | -11 | i | i | i | i | 3 | i | i
CC(Oc1ccccc1)C(=O)Nc1nnc(C2CCCCC2)s1 (stereo not given) | i | -4 | i | -9 | i | i | i | i | 4 | i | i
O=S(=O)(c1ccc(-c2ccon2)s1)N1CCCC1 | i | 3 | i | -10 | i | i | i | i | nt | i | i
Nc1nc(N)c2nc(-c3ccccc3)c(N)nc2n1 | i | 11 | i | -2 | i | i | i | i | nt | i | i
O=C(CCCc1ccccc1)Nc1nncs1 | i | 5 | i | -7 | i | i | i | i | 4 | i | i
CCCN1CCN(CCCNC(=O)c2cc3c(=O)[nH]c4ccc(C)cc4c3s2)CC1 | i | 41 | i | -12 | i | i | i | i | -40 | i | i

Overlap with the part before: two entries, followed by the next part.
molecule | TRPC4 agonist | DYRK1A inh | KCNK9 inh | hERG protect | KCNK3 inh | KCNQ1 inh | TRPC4 potent | TMEM16A act | HDAC3 inh | KCNQ1 pot | TMEM16A inh
O=C(CCCc1ccccc1)Nc1nncs1 | i | 5 | i | -7 | i | i | i | i | 4 | i | i
CCCN1CCN(CCCNC(=O)c2cc3c(=O)[nH]c4ccc(C)cc4c3s2)CC1 | i | 41 | i | -12 | i | i | i | i | -40 | i | i
O=C(Nc1ccc(F)cc1)c1nc[nH]c1C(=O)Nc1ccc([N+](=O)[O-])cc1 | i | 1 | i | -5 | i | i | i | i | 1 | i | i
COc1cccc(NC(=O)N2CCCC2C(=O)NC23CC4CC(CC(C4)C2)C3)c1 (stereo not given) | i | -3 | i | -15 | i | i | i | i | -1 | i | i
O=C(c1ccc(S(=O)(=O)N2CCCCCC2)cc1)N1CCN(c2ccccc2F)CC1 | i | -9 | i | -11 | i | i | i | i | -3 | i | i
O=C(Nc1ccc(Cl)cc1)C1C2CCCCC21 (stereo not given) | i | -3 | i | -3 | i | i | i | i | 3 | i | i
CCC1=NN2C(=N)/C(=C\c3ccc(OCc4cc(=O)n5nc(CC)sc5n4)c(OC)c3)C(=O)N=C2S1 | i | 1 | i | -13 | i | i | i | i | nt | i | nt
CCC(NS(=O)(=O)c1ccc(C)cc1)C(=O)Nc1ccc(NC(C)=O)cc1 (stereo not given) | i | 6 | i | -8 | i | i | i | i | 0 | i | i
CC(C)N1CCC(N2CCN(Cc3nc4ccccc4s3)CC2CCO)CC1 (stereo not given) | i | 8 | i | -10 | i | i | i | i | -2 | i | i
CCOC(=O)c1c(N)sc2c1CCC(CC)C2 (stereo not given) | i | 4 | i | -10 | i | i | i | i | 7 | i | i
COc1ccccc1CN(Cc1nc2ccccc2c(=O)[nH]1)S(=O)(=O)c1ccc(C)cc1 | i | -20 | i | -4 | i | i | i | i | 10 | i | i
CC(=O)Nc1ccc(S(=O)(=O)N2CC3(C)CC2CC(C)(C)C3)cc1 (stereo not given) | i | -4 | i | -1 | i | i | i | i | 1 | i | i
CCC(C)[C@H](NC(=O)N1CC(=O)Nc2ccccc21)C(=O)N1CCC[C@@H]1C(=O)O (stereo not given in full) | i | 0 | i | -5 | i | i | i | i | 5 | i | i
CCS(=O)(=O)CCSC(=N)N | i | 4 | i | -10 | i | i | i | i | -4 | i | i
COc1ccc(NC(=O)C2CCN(C(=O)c3cccs3)CC2)cc1 | i | 4 | i | -3 | i | i | i | i | -2 | i | i
CCOc1cc(N2CCOCC2)c(OCC)cc1NC(=O)COC(=O)CCc1c[nH]c2ccccc12 | i | 3 | i | -11 | i | i | i | i | 8 | i | i
Cc1ccc(Cn2ccnc2C(=O)Nc2ccccc2)cc1 | i | 4 | i | -9 | i | i | i | i | 4 | i | i

Bioassay records as filed in PubChem.
